Source: PubChem
M. tuberculosis GlmU: inhibition of mycobacterial GlmU enzyme – biochemical, glucosamine-1-phosphate acetyltransferase (AID 1376); M. tuberculosis GlmU acetyltransferase enzyme assay; higher % means a stronger effect; inhibition, %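 (tested at 30 µM in the primary screen)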, or IC50 in µM where a hit was titrated; 220,000 compounds, 0.25% hits; in the data active means inhibition above about 13%;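 further: 0% = complete reaction with vehicle and 100% = reaction without substrate; strong numbers were not always called active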
Mtb RmlCD inh: blocks M. tuberculosis RmlC and RmlD coupled enzymes; P9WH09+P9WH11; RmlC+RmlD coupled enzyme assay, percent inhibition; primary screen in compound mixtures; inhibition, % at 3.6 µM; 160,000 compounds, 0.03% hits; in the data active means inhibition mostly above about 34%, no sharp cut-off; further: some results filed as inactive read as strong as hits
Target sequence (P9WH09 whole entry, looked up): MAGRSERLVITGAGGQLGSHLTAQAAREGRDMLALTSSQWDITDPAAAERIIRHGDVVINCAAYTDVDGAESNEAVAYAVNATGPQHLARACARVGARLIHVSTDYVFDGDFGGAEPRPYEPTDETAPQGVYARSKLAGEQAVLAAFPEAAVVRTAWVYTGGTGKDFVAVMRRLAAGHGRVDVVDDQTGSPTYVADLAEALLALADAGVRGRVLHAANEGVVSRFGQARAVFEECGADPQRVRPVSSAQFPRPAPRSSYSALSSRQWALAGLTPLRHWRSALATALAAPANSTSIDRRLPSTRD
Target sequence (P9WH11 whole entry, looked up): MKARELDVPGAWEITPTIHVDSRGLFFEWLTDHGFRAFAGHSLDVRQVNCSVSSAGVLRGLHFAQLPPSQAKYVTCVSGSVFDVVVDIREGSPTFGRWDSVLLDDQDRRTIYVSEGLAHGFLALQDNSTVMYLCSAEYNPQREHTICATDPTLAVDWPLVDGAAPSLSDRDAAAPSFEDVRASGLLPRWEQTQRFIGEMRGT
Numbers without * were called inactive; · = no result given. Some of the compounds tested (hit frequency here may not be typical).

SMILES	M. tuberculosis GlmU	Mtb RmlCD inh
CC(C)c1ccc(/C=C2\C(=O)N(CCN3CCOCC3)C(=S)N2C)cc1	-0.4%	-13
N#Cc1ccccc1S(=O)(=O)N1CCN(c2cnccn2)CC1	-3.9%	0
Cn1c(=O)oc2cc(S(=O)(=O)N3CCC(N4CCCCC4)CC3)ccc21	-6.1%	·
CC(C)C(=O)Nc1nc2c(ncn2C2CC(O)C(CO)O2)c(=O)[nH]1 (stereo not given)	5.2%	10
O=C(Cc1c[nH]c2ccccc12)N/N=C/c1ccccc1O	3.6%	-9
CCOCCSC1=C(C#N)C(c2cccs2)C(C(C)=O)=C(C)N1 (stereo not given)	1.3%	·
CC(=O)c1cccc(N(C(=O)CNC(=O)c2ccco2)C(C(=O)NC2CCCC2)c2ccc(C)o2)c1 (stereo not given)	-5.4%	10
CN(CC(=O)Nc1cccc(C#N)c1)Cc1ccc(Cl)cc1	-8.8%	36
COc1ccccc1CC(=O)Nc1ccc([N+](=O)[O-])cc1OC	-1.2%	-6
CC(C)=CC/C=C1\CCC(C(=O)O)C(C(=O)O)C1 (stereo not given)	-1.3%	·
Cc1n[nH]c(C)c1Sc1ccccc1[N+](=O)[O-]	7.4%	-10
N#Cc1cc([N+](=O)[O-])ccc1NC(=O)COC(=O)C12CC3CC(CC(C3)C1)C2	0.1%	·
COc1ccccc1Oc1ccc(NC(=O)c2ccccc2)cc1	-4.3%	·
COC(=O)c1cccc(S(=O)(=O)N2CCCC2)c1	2.8%	3
CC1(C)CC(n2[nH]c(=O)c3c2NC(=O)CSC3c2ccccc2)CCO1 (stereo not given)	-5.4%	5
COCCN(Cc1nc(-c2ccc(C(F)(F)F)cc2)no1)C(C)C	1.4%	·
COC(=O)c1[nH]nc2c1C(=O)N(Cc1ccccc1)C2=O	11%	·
CC(C)[C@H](NC(=O)c1ccco1)C(=O)OCC(=O)Nc1ccc(F)cc1	-8.1%	5
N#Cc1cccc(NC(=O)CN2NS(=O)(=O)c3ccccc3C2=O)c1	1.1%	6
O=C1CCCN1c1ccc(S(=O)(=O)O)cc1 (tested in a mixture with another compound)	1.0%	·
CC(C)n1c(SCC(=O)N2c3ccccc3Sc3ccccc32)nc2c1c(=O)n(C)c(=O)n2C	-5.8%	-14
COc1ccc(C/C(C)=N/Nc2nc(C)cc(=O)[nH]2)cc1	-5.3%	9
COCc1nnc(NC(=O)CSc2ccccc2)s1	-2.8%	5
O=C(O)c1ccccc1N=Nc1c(O)[nH]c(=O)[nH]c1=O	5.1%	3
CCOC(=O)C1CCCN(c2c(NCCCN(C)c3ccccc3)c(=O)c2=O)C1 (stereo not given)	-0.6%	·
Cc1c2cnn(CC(=O)N3CCC4(CC3)OCCO4)c(=O)c2c(C)n1Cc1ccc(F)cc1	-0.5%	-8
CN(C)Cc1n[nH]c(=O)c2ccccc12	-0.2%	-11
O=C(NCCCc1ccccc1)Nc1ccccc1	-0.5%	-9
Cc1cc(=O)[nH]c(SCC(=O)NNC(=O)Cc2ccccc2)n1	-6.2%	0
Cc1ccc2nc(SCC(=O)Nc3ccc4c(c3)CCC4)[nH]c2c1	7.5%	·
Cc1nc2ccccn2c1/C(O)=C1\C(=O)C(=O)N(CCN2CCOCC2)C1c1cccnc1 (stereo not given)	-1.3%	·
O=C(O)c1ccc(CNC(=O)c2ccc(Br)o2)cc1	0.1%	10
O=C1/C(=C\c2ccc([N+](=O)[O-])cc2)N2CCC1CC2	7.9%	1
O=C(CSc1cccc(C(F)(F)F)c1)NC(=O)NCc1ccco1	7.7%	10
O=C(Nc1ccc(NC(=O)c2ccccc2Cl)nc1)c1ccncc1	1.1%	4
C=CCn1c(C)cc(C(=O)CSc2nnc(NC(C)C)s2)c1C	-2.7%	7

Reprinted from the part before: two entries, then new ones.
SMILES	M. tuberculosis GlmU	Mtb RmlCD inh
O=C(Nc1ccc(NC(=O)c2ccccc2Cl)nc1)c1ccncc1	1.1%	4
C=CCn1c(C)cc(C(=O)CSc2nnc(NC(C)C)s2)c1C	-2.7%	7
CCOc1ccc2nc(Cl)c(CN(C(=O)c3cnccn3)C3CCCC3)cc2c1	6.8%	-9
N#Cc1ccc(OCc2nnc3n2CCCCC3)cc1	1.6%	-6
COc1ccc2sc(NC(C)=O)nc2c1	-0.8%	4
CC(C)(O)C#Cc1ccc(C(=O)N2CCN(c3ccc([N+](=O)[O-])cc3)CC2)cc1	6.2%	-7
CCOc1ccccc1C(=O)Nc1ccsc1C(=O)OC	2.7%	·
Cn1c(N)c(C(=O)c2cc(-c3ccccn3)nc3ccccc23)c(=O)[nH]c1=O	-2.4%	·
O=C(CCN1CCOCC1)c1ccccc1	-1.4%	-1
Cc1cc(=O)[nH]c(SCc2cc(Cl)ccc2OC(F)F)n1	1.1%	·
COc1ccc(/C=N/N2CCN(C3c4ccccc4-c4ccccc43)CC2)cc1O	-1.5%	7
Oc1ccc(Cl)cc1C1=NNC(c2ccc(Cl)cc2)C1 (stereo not given)	6.0%	9
CCOC(=O)C(C(=O)NCCCN1CCOCC1)C1CCCCC1 (stereo not given)	4.8%	·
CCOC(=O)N1CCN(Cc2cc(=O)oc3ccc(Cl)cc23)CC1	-4.1%	·
COC(=O)CCCNC(=O)c1ccc(OC2CCN(CCc3ccccc3)CC2)cc1	8.9%	-10
COc1cc(/C=N/NC(=O)CSc2ccccn2)ccc1OC(C)C	3.5%	-13
CN(C1CCCCC1)S(=O)(=O)c1cccc(C(=O)OCC(=O)NC2CCCc3ccccc32)c1 (stereo not given)	8.3%	5
COc1cc2c(cc1OC)C(C(=O)Nc1ccc3c(c1)OCCO3)C(c1cccnc1)N(C)C2=O (stereo not given)	·	-2
O=C(Nc1ccc(Cl)cn1)C1C(c2ccccc2)C1(Cl)Cl (stereo not given)	0.0%	·
CCP(=O)(CC)C(C)(C)CP(=O)(c1ccccc1)c1ccccc1	1.9%	·
COc1cc(NC(C)=O)c2ncccc2c1[N+](=O)[O-]	0.7%	2
O=C(COC(=O)C1COc2ccccc2O1)NC(=O)NC1CCCCC1 (stereo not given)	2.7%	-4
Cn1c(=O)[nH]c(=O)c2c1nc(N1CCCCCC1)n2CC(=O)c1ccccc1	-1.2%	·
CC(=O)Nc1ccc(N=Cc2c(O)n(Cc3ccco3)c(=O)[nH]c2=O)cc1	7.5%	13
CCOC(=O)c1[nH]c2ccc(OC)cc2c1NS(=O)(=O)c1ccc(OC)cc1OC	-2.7%	-8
CCOc1ccc(S(=O)(=O)Nc2cc(Sc3ncn[nH]3)c3oc(=O)sc3c2)cc1	6.9%	-1
O=C(COC(=O)c1ccccc1NC(=O)c1ccccc1)c1cccc([N+](=O)[O-])c1	-6.3%	·
Cc1oc(-c2ccc(Cl)cc2)nc1CN1CCC(C(=O)N2CCN(c3ccccn3)CC2)CC1	4.9%	·
O=C(CN(CCN1CCOCC1)C(=O)Cn1nnc(-c2ccc(F)cc2)n1)NC1CCCCC1	1.6%	·
Fc1ccc2c(c1)C(c1ccncc1)=NNC(c1ccc(Cl)cc1)=N2	-5.2%	2
COc1cc2c(cc1OC)C(C(=O)Nc1cc(OC)c(OC)c(OC)c1)C(c1cccnc1)N(C)C2=O (stereo not given)	-2.4%	17
CCCCCOc1ccc(CSCCNC(=S)Nc2ccccc2)cc1	-4.1%	7
CC1CCCCN1S(=O)(=O)c1ccc(S(=O)(=O)N2CCN(c3ccc(F)cc3)CC2)cc1 (stereo not given)	-0.2%	3
O=C(COC(=O)CCC(=O)c1cccs1)NCc1cccs1	2.1%	17
CCN(CC)P1(=O)OC(c2cc(OC)c(OC)c(OC)c2)=Nc2c1c(C)nn2-c1ccccc1 (stereo not given)	1.6%	-3
O=c1c2sccc2[nH]c(=S)n1-c1ccccc1	4.0%	11
CC1CCC/C(=N\NC(=S)NCc2ccccc2)C1 (stereo not given)	-1.0%	-6
COc1ccc(NC(=O)COC(=O)/C=C/c2cnc3ccccc3n2)cc1	2.5%	·
O=C(Cn1c(=O)n(-c2cccc(Cl)c2)c(=O)n1CC(=O)N1CCCCC1)N1CCCCC1	-1.6%	8
COC(=O)C/C(C)=N/Nc1ccc(S(=O)(=O)N2CCCC2)cc1[N+](=O)[O-]	-3.0%	-2
Cc1ccc(S(=O)(=O)N(CC(O)CN2C(=O)NC(C)(C)C2=O)c2cccc(C)c2)cc1 (stereo not given)	-0.2%	22
O=C(Nc1ccc2c(c1)OCO2)c1cnccn1	-7.5%	7
Cc1ccc(NC(=O)c2cc(-c3ccccc3)n(CCCN3CCOCC3)c2C)cc1	-5.8%	·
CCCOc1ccc(C(=O)NC(C)C(=O)O)cc1 (stereo not given)	1.2%	13
CCS(=O)(=O)c1ccc(O)c(NC(=O)Nc2ccccc2OC)c1	-1.8%	4
Cc1cc(-c2ccccc2)nc(N2CCC(C(=O)NC(C)C)CC2)n1	0.3%	52
O=C(COc1ccc(Br)cc1F)N1CCN(c2ncccn2)CC1	-6.6%	12
O=S(=O)(c1ccc(F)cc1)N1CN(Cc2ccco2)c2nc3ccccc3nc21	-0.7%	·
CCc1cccc(C)c1NC(=O)C1=C(C(=O)O)CCCC1	-1.9%	-10
COc1ccccc1NC(=S)Nc1cccc2cnccc12	0.5%	8
CCOC(=O)/C(C(=O)Nc1ccccc1Cl)=C1/NC(C)(C)Cc2ccccc21	-2.8%	·
Cc1c(/C=C/C(=O)c2ccc(Cl)s2)cnn1C	2.5%	·
CCOC(=O)N1CCN(C(=O)CSc2nnc(-c3cccs3)o2)CC1	-2.8%	9
CCC1C(=O)CC(c2ccccc2)NC1c1ccccc1 (stereo not given)	-0.5%	4
CC1(/[N+]([O-])=C/c2ccccc2F)CCCCC1=O (stereo not given)	3.4%	-8
S=C(NCCC(c1ccccc1)c1ccccc1)Nc1cccc(Cl)c1	-6.8%	·
O=c1c2ccccc2nc2n1CCCN2	-3.9%	9
COc1ccc(C(C(=O)NC2CCCCC2)N(C(=O)c2ccccn2)c2cccnc2)cc1 (stereo not given)	9.7%	9
Cc1ccnc(NC(=O)COC(=O)c2ccc(F)cc2F)n1	-5.9%	55
COC(=O)c1ccc(COC(=O)c2ccc(-n3cnnn3)cc2)o1	-2.9%	·
COc1cccc(-c2nnc(SCC(=O)OC(C)C)n2Cc2ccco2)c1	3.6%	·
COc1nccnc1NS(=O)(=O)c1ccc(NC(=S)NC(=O)c2cccc(F)c2)cc1	3.4%	-7
Later entries
SMILES	M. tuberculosis GlmU	Mtb RmlCD inh
COc1ccc(C2c3ccc(O)cc3Oc3ncn4nc(-c5ccncc5)nc4c32)cc1OC (stereo not given)	-0.2%	-4
Cc1ccc(C)c(NC(=O)CN2C(=O)CNC2=O)c1	-0.2%	·
CCc1ccc(NC(=O)C(C)OC(=O)c2ccc(N3CCCC3)c([N+](=O)[O-])c2)cc1 (stereo not given)	0.4%	-3
C=CCOc1c(Br)cc(CNn2nnnc2N)cc1OC	1.8%	-8
COc1cc2c(cc1OC)CN(C(=O)c1cc(=O)c3ccccc3o1)CC2	0.1%	-6
O=C(Cn1nnc2ccccc2c1=O)Nc1ccc(S(=O)(=O)N2CCOCC2)cc1	2.2%	9
CCN(CC)C(=O)CSc1nc(-c2ccco2)cc(C(F)(F)F)c1C#N	-3.4%	·
CC(C)(C)N(NC(=O)c1ccccc1)C(=O)c1ccccc1	4.2%	26
CN(C)c1nc(OCCNC(=O)COc2ccc(Cl)cc2Cl)nc(N2CCCCC2)n1	-1.3%	·
COc1ccc(N2CCN(Cc3nc(Cc4cccc(F)c4)no3)C(C)C2)cc1 (stereo not given)	3.6%	-11
CCCCCCn1c(-c2ccco2)nc2oc3cc(OC)ccc3c(=O)c2c1=O	12%	-6
COC(=O)c1sccc1NC(=O)/C=C/c1ccc(Cl)cc1Cl	-2.5%	·
Cc1cccc2cc(CNC3CCCC3)c(Cl)nc12	3.4%	-8
CCC(=O)Nc1ccc(-n2nnnc2SCC(=O)NNC(=O)c2ccco2)cc1	-2.4%	4
COc1ccc2c(c1)C1(Nc3ccccc3C(=O)N1c1ccccc1)C(=O)N2 (stereo not given)	1.3%	6
Cc1c(Cl)cccc1NC(=O)c1ncn[nH]1	3.7%	2

Grouped by structure: the compounds so far with a Cl atom (17)
SMILES	M. tuberculosis GlmU	Mtb RmlCD inh
CN(CC(=O)Nc1cccc(C#N)c1)Cc1ccc(Cl)cc1	-8.8%	36
O=C(Nc1ccc(NC(=O)c2ccccc2Cl)nc1)c1ccncc1	1.1%	4
CCOc1ccc2nc(Cl)c(CN(C(=O)c3cnccn3)C3CCCC3)cc2c1	6.8%	-9
Cc1cc(=O)[nH]c(SCc2cc(Cl)ccc2OC(F)F)n1	1.1%	·
Oc1ccc(Cl)cc1C1=NNC(c2ccc(Cl)cc2)C1 (stereo not given)	6.0%	9
CCOC(=O)N1CCN(Cc2cc(=O)oc3ccc(Cl)cc23)CC1	-4.1%	·
O=C(Nc1ccc(Cl)cn1)C1C(c2ccccc2)C1(Cl)Cl (stereo not given)	0.0%	·
Cc1oc(-c2ccc(Cl)cc2)nc1CN1CCC(C(=O)N2CCN(c3ccccn3)CC2)CC1	4.9%	·
Fc1ccc2c(c1)C(c1ccncc1)=NNC(c1ccc(Cl)cc1)=N2	-5.2%	2
O=C(Cn1c(=O)n(-c2cccc(Cl)c2)c(=O)n1CC(=O)N1CCCCC1)N1CCCCC1	-1.6%	8
CCOC(=O)/C(C(=O)Nc1ccccc1Cl)=C1/NC(C)(C)Cc2ccccc21	-2.8%	·
Cc1c(/C=C/C(=O)c2ccc(Cl)s2)cnn1C	2.5%	·
S=C(NCCC(c1ccccc1)c1ccccc1)Nc1cccc(Cl)c1	-6.8%	·
CN(C)c1nc(OCCNC(=O)COc2ccc(Cl)cc2Cl)nc(N2CCCCC2)n1	-1.3%	·
COC(=O)c1sccc1NC(=O)/C=C/c1ccc(Cl)cc1Cl	-2.5%	·
Cc1cccc2cc(CNC3CCCC3)c(Cl)nc12	3.4%	-8
Cc1c(Cl)cccc1NC(=O)c1ncn[nH]1	3.7%	2
